KKLEB tox – reduces viability of KKLEB cystic fibrosis airway cells; KKLEB CF airway cells viability, ATPlite luminescence, overnight; stronger effect = lower value; cells stimulated with P. aeruginosa culture filtrate; activity change (cytotoxicity), % at 5 µM; hit rate 0.36% among 360,000;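 active means corrected activity change at or below -50% at 5 µM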
CF NFkB inh – inhibitors of cystic fibrosis induced NF-kB | KKLEB NF-kB-GFP reporter, PAF-induced, GFP fluorescence overnight | AID 588850 | hit rate 0.86% among 360,000 | inhibition, % at 5 µM;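 active means at least 50% inhibition at 5 µM, scaled per plate between neutral and stimulator controls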;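 further: PAF is a Pseudomonas aeruginosa culture filtrate used as stimulus; plate controls were PAF-stimulated DMSO wells for no effect and unstimulated DMSO wells for full effect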
LRH-1 inv ag – suppresses constitutive activity of human LRH-1; AID 602396; inhibition, % at 3.6 µM; O00482; HEK293T StAR-luciferase reporter, LRH-1 transfected, 24 h; hit rate 0.13% among 360,000;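 active means inhibition above the mean inhibition of all tested compounds plus 3 SD, cut at about 73% in these data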;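 further: 0% = DMSO wells and 100% = reporter-only cells lacking LRH-1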
TWEAK Fn14 block – blocks TWEAK-Fn14 interaction in a reporter cell assay | TWEAK-stimulated Fn14 reporter cells, luciferase luminescence, 8 h | inhibition, % at 10 µM | hit rate 2% among 360,000 | AID 1159606; in the data active means inhibition above about 50%
LMP1 NFkB inh – Epstein-Barr LMP1 NF-kappaB reporter inhibition | LMP1-induced NF-kappaB luciferase reporter cells, luminescence | inhibition, % at 12.5 µM | hit rate 0.69% among 350,000 | AID 504558; in the data active means inhibition above about 41%;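 further: 0% = neutral control wells and 100% = reference inhibitor control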
TRAIL sens C8 – caspase-8 TRAIL sensitization | hit rate 1% among 360,000 | NB7+C8 cells + TRAIL, ATPlite viability luminescence | inhibition (viability loss, TRAIL sensitization), % at 10 µM;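 active means compounds causing at least 50% loss of cell viability in the single-dose screen, relative to plate controls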
TROY signal inh – inhibitors of TROY-dependent NF-kB signaling; Q293 LMP1-TROYcd NF-kB luciferase reporter, 4 h; inhibition, % at 10 µM; hit rate 0.98% among 360,000;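 active means compounds whose plate-normalised and pattern-corrected inhibition of the luciferase reporter signal at the single screening dose is 50% or more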
NCOA1 inh – inhibitors of human steroid receptor coactivator 1 (SRC1); HEK293 GAL4-SRC1 luciferase reporter, luminescence; inhibition, % at 3.6 µM; hit rate 0.12% among 360,000; AID 588354;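 active means inhibition above the campaign mean plus 3 SD, with each screening campaign given its own cutoff, cut at about 60% in these data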;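 further: 0% = DMSO treated cells and 100% = gossypol at 36 µM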
Target sequence (Q15788 whole entry, looked up, the tested form may be a part): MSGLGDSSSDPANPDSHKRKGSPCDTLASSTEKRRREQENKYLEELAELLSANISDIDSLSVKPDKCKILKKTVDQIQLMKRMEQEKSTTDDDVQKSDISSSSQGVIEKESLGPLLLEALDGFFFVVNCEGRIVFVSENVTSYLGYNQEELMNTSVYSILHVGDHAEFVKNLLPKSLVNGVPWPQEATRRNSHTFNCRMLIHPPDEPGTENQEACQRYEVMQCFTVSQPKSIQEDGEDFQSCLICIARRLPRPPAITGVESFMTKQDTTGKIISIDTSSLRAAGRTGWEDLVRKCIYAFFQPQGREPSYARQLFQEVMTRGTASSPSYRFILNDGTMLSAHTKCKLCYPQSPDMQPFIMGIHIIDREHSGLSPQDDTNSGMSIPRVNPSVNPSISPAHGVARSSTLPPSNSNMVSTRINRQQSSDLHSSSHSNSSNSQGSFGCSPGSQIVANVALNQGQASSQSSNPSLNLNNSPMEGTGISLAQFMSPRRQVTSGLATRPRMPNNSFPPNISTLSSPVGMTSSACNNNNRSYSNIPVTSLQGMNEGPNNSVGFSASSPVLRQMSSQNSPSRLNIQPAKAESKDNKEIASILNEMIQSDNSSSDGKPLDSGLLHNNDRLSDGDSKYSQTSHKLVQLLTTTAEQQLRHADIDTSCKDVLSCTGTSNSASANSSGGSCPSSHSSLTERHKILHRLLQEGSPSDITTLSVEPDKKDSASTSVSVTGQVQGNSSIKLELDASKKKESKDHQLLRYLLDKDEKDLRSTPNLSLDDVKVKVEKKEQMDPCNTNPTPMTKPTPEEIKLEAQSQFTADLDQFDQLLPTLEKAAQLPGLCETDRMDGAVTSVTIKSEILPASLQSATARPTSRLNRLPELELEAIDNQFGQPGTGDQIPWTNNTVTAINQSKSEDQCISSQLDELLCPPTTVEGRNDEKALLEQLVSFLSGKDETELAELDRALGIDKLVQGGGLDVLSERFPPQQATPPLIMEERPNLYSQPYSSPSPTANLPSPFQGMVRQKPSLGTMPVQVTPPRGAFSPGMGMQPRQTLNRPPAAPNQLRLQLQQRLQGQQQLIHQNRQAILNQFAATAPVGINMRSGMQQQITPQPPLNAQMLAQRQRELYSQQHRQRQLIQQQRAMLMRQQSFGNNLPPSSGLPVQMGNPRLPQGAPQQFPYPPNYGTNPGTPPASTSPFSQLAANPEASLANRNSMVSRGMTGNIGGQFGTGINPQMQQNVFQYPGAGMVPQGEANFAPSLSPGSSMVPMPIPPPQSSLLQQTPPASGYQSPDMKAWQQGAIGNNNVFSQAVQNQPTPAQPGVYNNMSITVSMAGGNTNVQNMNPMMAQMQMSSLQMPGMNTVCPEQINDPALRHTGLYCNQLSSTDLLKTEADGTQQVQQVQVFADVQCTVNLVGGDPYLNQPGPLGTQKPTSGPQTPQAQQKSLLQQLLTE
NCOA3 inh – inhibits human SRC3 coactivator; Q9Y6Q9; hit rate 0.17% among 360,000; HEK293 GAL4-SRC3 luciferase reporter, luminescence; inhibition, % at 3.6 µM;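 active means inhibition above a per-campaign cutoff, the mean of all compounds plus 3 SD, cut at about 60% in these data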;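 further: 0% = DMSO-treated cells and 100% = gossypol-treated cells at 36 µM; higher means less SRC3-driven luciferase light from the GAL4 reporter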
COUP-TFII inh – blocks human COUP-TFII nuclear receptor; HEK293T NGFI-A luciferase reporter, luminescence; inhibition, % at 8.6 µM; hit rate 0.7% among 370,000; AID 686940;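 active means inhibition above a per-plate cutoff, mean inhibition of test wells between control levels plus 3 SD, cut at about 38% in these data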;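 further: cells cotransfected with COUP-TFII expression vector driving the NGFI-A reporter; 0% = median of COUP-TF2 test wells and 100% = reporter-only cells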
Shn3 3UTR inh – Schnurri-3 reporter inhibition in Clone20 osteoblasts. Clone20 osteoblast Shn3 3'UTR firefly luciferase, 24 h. inhibition, % at 12.5 µM. hit rate 0.52% among 360,000. AID 588674;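 active means mean inhibition of at least 75% with every replicate also reaching 75%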;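 further: 0% = median of neutral control wells and 100% = pilot-screen positive control compound; some compounds past the cut are filed as inactive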
Numbers without * were called inactive; · = not tested or not shown. Some of the compounds tested; rates above refer to the full screens.

A first look, two compounds:
SMILES	KKLEB tox	CF NFkB inh	LRH-1 inv ag	TWEAK Fn14 block	LMP1 NFkB inh	TRAIL sens C8	TROY signal inh	NCOA1 inh	NCOA3 inh	COUP-TFII inh	Shn3 3UTR inh
CCc1cc(C(=O)N/N=C/c2ccc(OC)cc2)c2ccccc2n1	-11	-3	23	-27	-3	19	1	-7	3	-3	6
O=C(Nc1ccc(S(=O)(=O)NCc2ccccc2)cc1)c1ccc(Br)o1	-1	-11	-11	10	6	-1	30	-2	22	25	30

This part in full (from the top)
SMILES	KKLEB tox	CF NFkB inh	LRH-1 inv ag	TWEAK Fn14 block	LMP1 NFkB inh	TRAIL sens C8	TROY signal inh	NCOA1 inh	NCOA3 inh	COUP-TFII inh	Shn3 3UTR inh
CCc1cc(C(=O)N/N=C/c2ccc(OC)cc2)c2ccccc2n1	-11	-3	23	-27	-3	19	1	-7	3	-3	6
O=C(Nc1ccc(S(=O)(=O)NCc2ccccc2)cc1)c1ccc(Br)o1	-1	-11	-11	10	6	-1	30	-2	22	25	30
CCOC(=O)[C@@H](NC(=O)/C=C/[C@H]1O[C@@H](n2cc(C)c(=O)[nH]c2=O)C[C@@H]1O)C(C)C	8	-20	-7	16	·	-1	6	1	5	0	-18
C[C@H](NC(=O)[C@@H]1CCCN1C(=O)[C@@H]1CCCN1C(=O)c1cccs1)c1ccccc1	·	·	-10	6	·	3	-2	·	·	-3	·
CCc1ccc(OCCCC(=O)Nc2cccc(C(=O)O)c2)cc1	15	-18	-19	13	-5	23	-7	-9	-4	-2	-11
COCCN(C(=O)c1csnn1)C(C(=O)NC1CCCC1)c1ccccc1F (stereo unspecified)	12	-21	14	66*	-4	-27	17	-4	-11	-20	0
CCCC1NC(=O)NC(C)=C1C(=O)OCC (stereo unspecified)	10	-9	18	10	4	-9	4	7	-1	14	-12
CCC(=O)Nc1sc2c(c1C(=O)OC)CCN(Cc1ccccc1)C2	9	-20	2	-15	0	18	-5	-2	1	5	25
Cc1ccc(OCC(=O)N2c3ccccc3CC2C)c([N+](=O)[O-])n1 (stereo unspecified)	1	12	-2	4	-15	-13	8	11	-4	5	-2
O=C(Nc1cc([N+](=O)[O-])ccc1F)c1cccs1	4	-33	6	-7	-6	-12	-13	-7	17	-7	-23
CCOC(=O)C1=C(CC)Nc2ccccc2N=C1NC(=O)c1ccc(S(=O)(=O)N2CCCC2)cc1	-4	-4	7	18	-1	9	9	0	12	4	-9
COc1ccccc1C(=O)NC(=O)COC(=O)c1ccc(Cl)nc1	2	21	-13	-17	-7	-27	2	-10	-22	0	-21
O=C(NCCc1ccccc1)C1CCN(S(=O)(=O)c2ccc(-n3cnnn3)cc2)CC1	-6	14	1	-5	-2	-8	-10	-17	-1	6	-1
O=C(NC(=S)Nc1ccccn1)c1ccc(-c2ccccc2)cc1	-50	-27	-141	37	1	78*	23	-94	-67	-82	-84
CC(NC(=O)Cc1ccccc1)c1ccccc1 (stereo unspecified)	12	-11	-10	-7	-6	-5	-24	5	8	-15	-7
CCOc1ccc(S(=O)(=O)N2CCCCC2)cc1NC(=O)c1ccccc1	8	-24	18	0	-3	-14	10	3	-10	-24	-7
COC(=O)CSc1nnc(-c2c[nH]c3ccccc23)o1	8	-8	13	2	3	-22	-39	6	0	-4	-3
COc1cccc(C(C(=O)NC(C)(C)C)N(CCC(C)C)C(=O)CCC(=O)Nc2cc(C)on2)c1OC (stereo unspecified)	6	-5	6	1	8	2	-1	5	-10	20	13
Clc1ccccc1-c1nc(-c2ccccc2)n[nH]1	1	-8	-74	1	-3	21	-68	-110	-72	-42	-47
COc1cccc(CNC(=O)CCNC(=O)N2CCn3c2nc2ccccc23)c1	10	-4	12	0	1	-17	0	-9	2	9	-7
O=C1c2cnc3nc(SCc4cccc(Cl)c4)nn3c2CC2c3ccccc3CCN12 (stereo unspecified)	4	-26	-1	9	6	-8	4	1	18	-2	-16
Cc1cc(C)n(-c2ccc(NC(=O)C3CCCCN3C(=O)c3ccc(C)s3)cc2)n1 (stereo unspecified)	3	17	0	-11	4	-22	-19	-32	12	9	2
Cc1ccc(C(=O)OCC(=O)NC2CC2)s1	11	-8	-6	-1	-6	1	-10	5	3	5	-12
CCC(C)NC(=O)C1c2ccccc2C(=O)N1Cc1ccccc1 (stereo unspecified)	-2	-13	11	7	31	1	3	4	10	6	10
CN(C(=O)CSc1nnnn1-c1ccc(O)cc1)C1CCS(=O)(=O)C1 (stereo unspecified)	11	-2	-2	9	0	-4	9	12	2	14	-14
CCCCN1C[C@H](O)[C@@H](O)[C@H](O)[C@H]1CO	35	-4	6	-5	2	1	8	3	-5	-4	-17
N#CC(=Nc1cccc(F)c1)C1=C(O)c2ccccc2C1=O	-13	-9	-16	-4	·	0	5	-18	4	-15	-19
CCOC(=O)c1cc2n(n1)C(C(F)(F)C(F)(F)F)CC(C)N2 (stereo unspecified)	-9	-6	9	3	-5	-2	-23	-3	14	21	4
COc1ccc(CNC(=O)CN2CCN(c3ccccc3)CC2)cc1	2	-2	2	-12	-2	-9	5	11	13	12	1
COc1cccc(C(=O)Nc2ccc3[nH]c(=O)[nH]c3c2)c1OC	-6	8	-9	5	3	12	-6	-74	-5	-35	-23

Some of these compounds in order of length of the SMILES, highest first:
SMILES	KKLEB tox	CF NFkB inh	LRH-1 inv ag	TWEAK Fn14 block	LMP1 NFkB inh	TRAIL sens C8	TROY signal inh	NCOA1 inh	NCOA3 inh	COUP-TFII inh	Shn3 3UTR inh
COc1cccc(C(C(=O)NC(C)(C)C)N(CCC(C)C)C(=O)CCC(=O)Nc2cc(C)on2)c1OC (stereo unspecified)	6	-5	6	1	8	2	-1	5	-10	20	13
Cc1cc(C)n(-c2ccc(NC(=O)C3CCCCN3C(=O)c3ccc(C)s3)cc2)n1 (stereo unspecified)	3	17	0	-11	4	-22	-19	-32	12	9	2
O=C1c2cnc3nc(SCc4cccc(Cl)c4)nn3c2CC2c3ccccc3CCN12 (stereo unspecified)	4	-26	-1	9	6	-8	4	1	18	-2	-16
COc1cccc(CNC(=O)CCNC(=O)N2CCn3c2nc2ccccc23)c1	10	-4	12	0	1	-17	0	-9	2	9	-7
CCOc1ccc(S(=O)(=O)N2CCCCC2)cc1NC(=O)c1ccccc1	8	-24	18	0	-3	-14	10	3	-10	-24	-7
CCOC(=O)c1cc2n(n1)C(C(F)(F)C(F)(F)F)CC(C)N2 (stereo unspecified)	-9	-6	9	3	-5	-2	-23	-3	14	21	4
CCCCN1C[C@H](O)[C@@H](O)[C@H](O)[C@H]1CO	35	-4	6	-5	2	1	8	3	-5	-4	-17
N#CC(=Nc1cccc(F)c1)C1=C(O)c2ccccc2C1=O	-13	-9	-16	-4	·	0	5	-18	4	-15	-19
COC(=O)CSc1nnc(-c2c[nH]c3ccccc23)o1	8	-8	13	2	3	-22	-39	6	0	-4	-3
Clc1ccccc1-c1nc(-c2ccccc2)n[nH]1	1	-8	-74	1	-3	21	-68	-110	-72	-42	-47
Cc1ccc(C(=O)OCC(=O)NC2CC2)s1	11	-8	-6	-1	-6	1	-10	5	3	5	-12
CC(NC(=O)Cc1ccccc1)c1ccccc1 (stereo unspecified)	12	-11	-10	-7	-6	-5	-24	5	8	-15	-7

The results go on.
SMILES	KKLEB tox	CF NFkB inh	LRH-1 inv ag	TWEAK Fn14 block	LMP1 NFkB inh	TRAIL sens C8	TROY signal inh	NCOA1 inh	NCOA3 inh	COUP-TFII inh	Shn3 3UTR inh
CN(C)/C=C(/C(=O)c1ccccc1Cl)S(=O)(=O)c1ccccc1	-10	14	-13	-16	-5	-5	-16	-15	-20	2	-2
COc1ccc(OC)c(C2C(C#N)=C(N)Oc3c2c(C)nn3-c2ccc(C)cc2)c1 (stereo unspecified)	-5	33	-1	16	-3	-6	23	15	16	20	-47
O=C(Nc1ccccc1)N1CCCc2ccccc21	-14	6	-8	8	1	1	-1	-10	4	1	3
O=c1c2c(-c3ccc([N+](=O)[O-])cc3)ccnc2[nH]n1-c1ccccc1	1	-1	-3	24	0	-22	-7	-25	-7	11	-9
CCOC(=O)c1cc(-c2sc(NC(=O)c3ccccc3)nc2C)n(-c2ccc(Br)cc2)n1	-3	12	-19	28	-17	13	-12	-17	-48	10	14
Cc1cc(C)cc(NC(=O)COC(=O)C2CC3C=CC2C3)c1 (stereo unspecified)	4	26	0	7	7	6	-6	10	4	-13	2
COc1ccc(-c2ccc(S(=O)(=O)N3CCOCC3)cc2)cc1	4	4	-5	12	3	11	6	-3	9	·	-1
COc1ccc(-c2[nH]ncc2CN(C)Cc2nonc2C)c(OC)c1	-8	-2	-6	7	-6	1	9	27	11	-5	-36
c1ccc(CNc2ncnc3c2cnn3-c2ccccc2)cc1	-22	20	-56	23	6	14	-51	-51	-50	-19	-47
CC(C)N(C(=O)c1ccc(Cc2cn(C)c3ccccc23)nc1)C(C)C	8	-19	6	2	·	3	-8	-5	17	-14	4
O=C(CSc1nnc(-c2ccc(O)cc2)o1)N1CCOCC1	3	-5	-28	-20	-12	-4	-33	-42	-18	-14	-26
COc1ccc(C(=O)NNC(=O)c2ccc3ccccc3n2)cc1	15	-18	-56	-141	7	8	-46	-41	-29	-3	8
O=C(O)c1cccc2c1-c1ccc([N+](=O)[O-])cc1C2=O	4	-11	11	-20	-9	-12	-2	-16	0	-6	-4
O=C(NCc1cccnc1)[C@@H]1CC=C[C@@H]2CCN(Cc3ccccc3)C(=O)[C@@H]21	-12	10	14	11	10	-8	-23	-22	-4	2	1
CC(NC(=O)Cn1cccc1C(=O)c1ccccc1)c1ccc2c(c1)OCCO2 (stereo unspecified)	24	-18	12	-2	-11	-1	18	10	11	10	19
CCOc1ccc2[nH]c(=O)c(CN(CC3COCCO3)C(=O)C3CC3)cc2c1 (stereo unspecified)	-6	11	3	-12	4	-1	2	-9	-14	6	-6
CCC(C)(C)C1CCC2(CC1)NC(=S)N(c1ccccc1)N2 (stereo unspecified)	-3	4	14	-16	-9	-3	-25	12	-1	9	-11
O=C(COC(=O)CC1CC2CCC1C2)Nc1ccc(F)cc1Cl (stereo unspecified)	9	-10	-11	-22	-5	-8	2	3	2	-2	9
CN(c1ccccc1)S(=O)(=O)c1ccc(Cl)c(C(=O)OCC(=O)c2c(N)n(C)c(=O)n(C)c2=O)c1	-16	11	10	1	3	9	19	-7	-7	2	12
COP(=O)(OC)C(=NNS(=O)(=O)c1ccc(C)cc1)c1ccccc1	8	1	14	-15	8	-14	-20	3	15	-22	-10
N#Cc1cc2cc3c(cc2nc1N1CCOCC1)OCO3	-5	-4	24	-17	-4	-11	-20	0	12	3	3
COc1ccc(OC)c(C2=NOC(C(=O)NCCN3CCOCC3)C2)c1 (stereo unspecified)	-10	24	-3	-2	2	15	16	-12	2	-5	-7
CCC(=O)Nc1cccc(C2=NN(c3ccccc3)C(c3ccc(OC)cc3)C2)c1 (stereo unspecified)	11	-33	8	2	-2	-2	-17	0	14	21	-3
Cc1nn(C)c(C)c1NC(=O)c1ccc(Cl)cc1	-7	2	10	-9	1	-26	-5	10	14	-4	-10
